Assay outcomes (PubChem)
CBFb-RUNX1 inh – qHTS Assay for Compounds Blocking the Interaction Between CBF-beta and RUNX1 for the Treatment of Acute Myeloid Leukemia | Runt-related transcription factor 1 (Homo sapiens) + Core-binding factor subunit beta … | AlphaScreen CBFb-His/RUNX1-biotin binding, biochemical | Potency, µM (titrated, usually from 59.8 µM), inactives show at the top dose activity, negative = inhibition, usual class: inhibitors | 230,000 tested, under 10 active; active = well fitted curve in the direction sought with a large enough effect; inconclusive = small, poorly fitted or top-dose-only effect, or effect the other way, or another doubt; inactive = no such curve, though single readings can be large or run the other way; note: % of control where 0% means no effect
Target sequence (Q01196 whole entry, looked up): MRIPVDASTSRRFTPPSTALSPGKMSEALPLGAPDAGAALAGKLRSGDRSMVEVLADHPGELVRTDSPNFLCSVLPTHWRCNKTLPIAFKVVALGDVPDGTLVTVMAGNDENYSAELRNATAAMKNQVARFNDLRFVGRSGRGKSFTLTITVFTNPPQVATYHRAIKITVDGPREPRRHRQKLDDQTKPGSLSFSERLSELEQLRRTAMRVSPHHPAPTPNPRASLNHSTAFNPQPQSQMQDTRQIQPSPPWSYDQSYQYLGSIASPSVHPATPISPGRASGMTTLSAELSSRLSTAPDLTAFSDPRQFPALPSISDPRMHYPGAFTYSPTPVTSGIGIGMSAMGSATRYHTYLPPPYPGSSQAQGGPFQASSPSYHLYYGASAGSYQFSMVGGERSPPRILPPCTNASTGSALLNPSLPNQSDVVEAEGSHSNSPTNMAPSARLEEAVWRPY
Target sequence (Q13951 whole entry, looked up): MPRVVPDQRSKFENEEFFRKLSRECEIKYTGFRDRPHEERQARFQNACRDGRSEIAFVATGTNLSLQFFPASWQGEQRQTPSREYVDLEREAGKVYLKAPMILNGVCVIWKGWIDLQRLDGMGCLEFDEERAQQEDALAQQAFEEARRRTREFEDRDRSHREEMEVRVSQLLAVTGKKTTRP
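Room-temperature protein-protein interaction test with 30 nM each of His-tagged CBF-beta and biotinylated RUNX1, 15 min with compound, then 90 min with nickel plus streptavidin beads. Signal read in AlphaScreen mode.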
* = called active by the depositor; ? = inconclusive; & = joins results of further samples.

| CBFb-RUNX1 inh | structure |
| --- | --- |
| 8% | COc1ccccc1C1=Nn2c(nnc2-c2cccc(OC)c2OC)SC1 |
| 8% | CCC1=C[C@@H]2CN(C1)Cc1c([nH]c3ccccc13)[C@@](C(=O)OC)(c1cc3c(cc1OC)N(C)[C@H]1[C@@](O)(C(=O)OC)[C@H](OC(C)=O)[C@]4(CC)C=CCN5CC[C@]31[C@@H]54)C2 |
| -3% | COc1ccc(CNc2ncnc3ccc(-c4c(C)noc4C)cc23)cc1 |
| 11%&5% | COc1ccc(C2CC(c3ccccc3)Oc3ccc(OC)cc32)cc1 (stereo unspecified) |
| 13% | Nc1ncnc2c1ncn2[C@@H]1O[C@H](C(=O)N2CCN(CC(=O)Nc3cccc4c3CNC4=O)CC2)[C@@H](O)[C@H]1O |
| -5% | CC[C@H](C)[C@H](NC(=O)[C@H](CCC(=O)O)NC(=O)CNC(=O)[C@@H](NC(=O)[C@H](CCC(=O)O)NC(=O)[C@H](CCC(=O)O)NC(=O)[C@H](CC(C)C)NC(=O)CNC(=O)[C@@H]1CCCN1C(=O)[C@H](CCC(=O)O)NC(=O)[C@@H](N)[C@@H](C)O)C(C)C)C(=O)N[C@@H](CCC(=O)O)C(=O)N[C@@H](CCC(N)=O)C(=O)N[C@@H](CCCCN)C(=O)N[C@@H](CCC(N)=O)C(=O)N[C@@H](CC(C)C)C(=O)N[C@@H](CCC(N)=O)C(=O)O |
| -1% | CN1CCC(=O)N(C(CSc2ccc(Br)cc2)c2ccccc2)CC1 (stereo unspecified) |
| 9% | OCC1=C[C@@H](O)[C@@H]2C=CO[C@@H](OC3O[C@H](CO)[C@@H](O)[C@H](O)[C@H]3O)[C@H]12 (stereo partly specified) |
| 1% | O=C1OCCC1N(C(=O)C1CC1)c1cccc(Cl)c1 (stereo unspecified) |
| 2% | CC(C)(C)OC(=O)NC(Cc1ccccc1)C(=O)NC1COC2CC(n3cc(F)c(=O)[nH]c3=O)OC12 (stereo unspecified) |
| -3% | COc1ccc(-c2nnc3n2N=C(c2cccc(OC)c2)CS3)cc1 |
| 7% | OC[C@@H]1OC(O)[C@@H](O)[C@H](O)[C@H]1O (stereo partly specified) |
| 11% | CC(=O)N[C@@H](CCCNC(=N)N)C(=O)N[C@H](CC1CCCCC1)C(=O)N[C@@H]1CCC2SC[C@@H](C(=O)N[C@H](CCCNC(=N)N)C(=O)N[C@H](Cc3ccc(Cl)cc3)C(N)=O)N2C1=O (stereo partly specified) |
| -4% | CN(C)c1nc(NC2CCC(NC(=O)c3ccc(F)c(F)c3)CC2)nc2ccccc12 (stereo unspecified) |
| -10% | CN1CCN(c2ccc(Nc3c4ccccc4nc4ccccc34)cc2)CC1 |
| 8% | O=C(O)c1ccc2c(c1)C(=O)N([C@H](Cc1ccc([N+](=O)[O-])cc1)C(=O)O)C2=O |
| 11% | COc1ccc(-c2ccc(C)cc2)cc1C1C2C=CCC(C)C2C(=O)N1Cc1ccccc1 (stereo unspecified) |
| -1% | c1ccc(COC[C@@H]2CO2)cc1 |
| 20% | CSCC[C@H](NC(=O)[C@H](CC(C)C)NC(=O)CNC(=O)[C@@H]1CCCN1C(=O)[C@H](Cc1ccccc1)NC(=O)[C@H](Cc1ccccc1)NC(=O)[C@H](CC(=O)O)NC(=O)[C@H](Cc1cnc[nH]1)NC(=O)[C@H](CCSC)NC(=O)[C@@H](N)CC(=O)O)C(N)=O |
| 11% | CCCN1CCC(=O)N(C(CSc2ccc(Br)cc2)CC(C)C)CC1 (stereo unspecified) |
| ? | COc1c(O)c(O)c2cc(OC)c3c(OC)cc(=O)c4c5c(=O)c(OC)c(C(C)=O)c6c5c(c1CC=6C)c2c34 |
| 10% | Cc1cn(C2CC3OCC(NC(=O)C4CCCN4C(=O)OC(C)(C)C)C3O2)c(=O)[nH]c1=O (stereo unspecified) |
| 5% | CC(=O)Nc1ccn(C2OC(C(COC(C)=O)NC(=O)C(Cc3ccccc3)NC(=O)OC(C)(C)C)C(OC(C)=O)C2OC(C)=O)c(=O)n1 (stereo unspecified) |
| 11% | NCCCCCCC(O)(P(=O)(O)O)P(=O)(O)O |
| 5% | O=C(NCc1ccccc1)[C@]1(C(F)(F)F)C[C@H](CCCO)CCCO1 |
| -7% | O=C(NCc1ccccc1)C1(C(F)(F)F)C/C(=C/CCO)CCCO1 (stereo unspecified) |
| 10% | CC(C)[C@H](NC(=O)[C@@H]1CSSC[C@H](NC(=O)[C@H](CC(=O)O)NC(=O)[C@H](C)NC(=O)[C@@H](NC(=O)CNC(=O)[C@H](C)N)[C@@H](C)O)C(=O)N[C@@H](Cc2ccccc2)C(=O)N[C@@H](Cc2c[nH]c3ccccc23)C(=O)N[C@@H](CCCCN)C(=O)N[C@@H](Cc2ccc(O)cc2)C(=O)N1)C(=O)O |
| ? | CC[C@H](C)[C@H](NC(=O)[C@H](CO)NC(=O)[C@@H](NC(=O)[C@H](CO)NC(=O)[C@@H](NC(=O)[C@H](CC(N)=O)NC(=O)[C@H](Cc1ccccc1)NC(=O)[C@H](CO)NC(=O)[C@H](CS)NC(=O)[C@H](CC(N)=O)NC(=O)[C@H](CCCCN)NC(=O)[C@@H](NC(=O)[C@H](CCC(=O)O)NC(=O)CN)[C@@H](C)CC)[C@@H](C)CC)[C@@H](C)O)C(=O)N[C@@H](CCCN=C(N)N)C(=O)O |
| 1% | CCC(C)C(NC(=O)OC(C)(C)C)C(=O)NC1COC2CC(n3cc(F)c(=O)[nH]c3=O)OC12 (stereo unspecified) |
| 6% | CC[C@@H](C(=O)[C@@H](C)[C@@H](O)[C@H](C)CCc1ccc(C)c(O)c1C(=O)O)C1O[C@](CC)(C2CC[C@](O)(CC)[C@H](C)O2)C[C@@H]1C (stereo partly specified) |
| -7% | Cc1noc(C)c1-c1ccc2ncnc(NCc3ccco3)c2c1 |
| -13% | O=C(O)c1ccccc1Nc1ccc(CCc2ccc(Cl)c(Cl)c2)cc1 |
| 4% | NCC(=O)N[C@@H](CCCN=C(N)N)C(=O)NCC(=O)N[C@@H](CCC(=O)O)C(=O)N[C@@H](CO)C(=O)O |
| 6% | CC[C@H](C)[C@H](NC(=O)[C@H](Cc1ccc(O)cc1)NC(=O)[C@H](Cc1cnc[nH]1)NC(=O)[C@H](CCCNC(=N)N)NC(=O)[C@H](CC(C)C)NC(=O)[C@H](C)NC(=O)[C@H](CO)NC(=O)[C@H](Cc1ccc(O)cc1)NC(=O)[C@H](Cc1ccc(O)cc1)NC(=O)[C@H](CCCNC(=N)N)NC(=O)[C@H](C)NC(=O)[C@H](CC(C)C)NC(=O)[C@H](CC(=O)O)NC(=O)[C@H](CCC(=O)O)NC(=O)[C@H](C)NC(=O)[C@@H]1CCCN1C(=O)[C@H](C)NC(=O)[C@H](CC(=O)O)NC(=O)[C@H](CCC(=O)O)NC(=O)CNC(=O)[C@@H]1CCCN1C(=O)[C@H](CC(N)=O)NC(=O)[C@H](CC(=O)O)NC(=O)[C@@H]1CCCN1C(=O)[C@H](CCCCN)NC(=O)[C@H](CO)NC(=O)[C@@H]1CCCN1C(=O)[C@@H](N)Cc1ccc(O)cc1)C(=O)N[C@@H](CC(N)=O)C(=O)N[C@@H](CC(C)C)C(=O)N[C@H](C(=O)N[C@H](C(=O)N[C@@H](CCCNC(=N)N)C(=O)N[C@@H](CCC(N)=O)C(=O)N[C@@H](CCCNC(=N)N)C(=O)N[C@@H](Cc1ccc(O)cc1)C(N)=O)[C@@H](C)O)[C@@H](C)CC |
| 10% | CCCC[C@@H]1CCCO[C@@](C(=O)NCc2ccccc2)(C(F)(F)F)C1 |
| 6% | CCOCC |
| 14% | O=S(=O)(NCCc1ccccc1)c1ccccc1Br |
| -5% | O=C(NCCNCCO)C1(C(F)(F)F)C/C(=C\CCO)CCCO1 (stereo unspecified) |
| 27% | CC1NC(=O)C(N)CNC(=O)C(C2CCN=C(N)N2)NC(=O)/C(=C/NC(N)=O)NC(=O)C(CNC(=O)CC(N)CCCN)NC1=O (stereo unspecified) |
| 3% | CC(C)C[C@H](NC(=O)[C@H](Cc1c[nH]c2ccccc12)NC(=O)[C@H](CCCCN)NC(=O)CNC(=O)[C@H](CC(C)C)NC(=O)[C@H](CO)NC(=O)[C@@H](N)Cc1cnc[nH]1)C(=O)NCC(=O)N[C@@H](Cc1cnc[nH]1)C(=O)N1CCC[C@H]1C(=O)N[C@@H](CC(=O)O)C(=O)N[C@@H](CCCCN)C(=O)N[C@@H](Cc1ccccc1)C(=O)O |
| 17% | CCCCn1cc[n+](C)c1 |
| 5% | CSCC[C@H](NC(=O)[C@@H](NC(=O)[C@H](CCC(=O)O)NC(=O)[C@H](CCSC)NC(=O)[C@H](CC(N)=O)NC(=O)[C@H](CCC(=O)O)NC(=O)[C@H](CC(N)=O)NC(=O)[C@H](CO)NC(=O)[C@H](C)N)[C@@H](C)O)C(=O)O |
| 2%&12%&1% | OCCC(O)CO (stereo unspecified) |
| 9% | COc1ccc(C2/C=C\CN([S+](=O)([O-])c3ccc4ccccc4c3)C(C)C(=O)N2Cc2ccc(F)cc2)cc1 (stereo unspecified) |
| 1% | CC(NC(=O)C1CCCN1C(=O)CN)C(=O)O (stereo unspecified) |
| -6% | Cc1ccc(-c2c(C3C4C=CCC(C)C4C(=O)N3Cc3ccccc3)ccc3ccccc23)cc1 (stereo unspecified) |
| ? | CN(C)CC1CCn2c(c(C3=C(c4cn(C)c5ccccc45)C(=O)NC3=O)c3ccccc32)C1 (stereo unspecified) |
| ? | Cc1ccc(F)c(C2C3C=CCCC3(C)C(=O)N2Cc2ccccc2)c1 (stereo unspecified) |
| -16% | COC(=O)C1=CO[C@@H](C)[C@@H]2CN3CCc4c([nH]c5ccccc45)[C@@H]3C[C@H]12 |
| 6% | COc1ccc(C2/C=C\CN(C(=O)c3ccccc3)C(C)C(=O)N2Cc2ccc(F)cc2)cc1 (stereo unspecified) |
| 24% | CC(C)CC(NC(=O)NC(CCC(=O)O)C(=O)O)C(=O)O (stereo unspecified) |
| -29% | COc1ccc(-c2c(C3C4C=CCC(C)C4C(=O)N3Cc3ccccc3)ccc3ccccc23)cc1OC (stereo unspecified) |
| 9% | CC(=O)c1c(O)cccc1O |
| -7% | CC(=O)OCC(NC(=O)C(Cc1ccccc1)NC(=O)OC(C)(C)C)C1OC(n2cc(F)c(=O)[nH]c2=O)C(OC(C)=O)C1OC(C)=O (stereo unspecified) |
| 25% | CC12CCC=CC1C(c1ccc(Br)cc1F)N(Cc1ccccc1)C2=O (stereo unspecified) |
| 3% | COc1ccco1 |
| 11% | C/C=C(/C)C(=O)O[C@H]1CC(C)=CC(=O)[C@@]2(C)CC[C@@](O)(C(C)C)[C@H]12 |
| 11% | CC1Nc2ccc(Cl)cc2S(=O)(=O)N1 (stereo unspecified) |
| 6% | COc1ccc(C2=Nn3c(nnc3-c3cc(OC)cc(OC)c3)SC2)cc1 |

Molecules from the list above with fluorine:
| CBFb-RUNX1 inh | structure |
| --- | --- |
| 2% | CC(C)(C)OC(=O)NC(Cc1ccccc1)C(=O)NC1COC2CC(n3cc(F)c(=O)[nH]c3=O)OC12 (stereo unspecified) |
| -4% | CN(C)c1nc(NC2CCC(NC(=O)c3ccc(F)c(F)c3)CC2)nc2ccccc12 (stereo unspecified) |
| 5% | O=C(NCc1ccccc1)[C@]1(C(F)(F)F)C[C@H](CCCO)CCCO1 |
| -7% | O=C(NCc1ccccc1)C1(C(F)(F)F)C/C(=C/CCO)CCCO1 (stereo unspecified) |
| 1% | CCC(C)C(NC(=O)OC(C)(C)C)C(=O)NC1COC2CC(n3cc(F)c(=O)[nH]c3=O)OC12 (stereo unspecified) |
| 10% | CCCC[C@@H]1CCCO[C@@](C(=O)NCc2ccccc2)(C(F)(F)F)C1 |
| -5% | O=C(NCCNCCO)C1(C(F)(F)F)C/C(=C\CCO)CCCO1 (stereo unspecified) |
| 9% | COc1ccc(C2/C=C\CN([S+](=O)([O-])c3ccc4ccccc4c3)C(C)C(=O)N2Cc2ccc(F)cc2)cc1 (stereo unspecified) |
| ? | Cc1ccc(F)c(C2C3C=CCCC3(C)C(=O)N2Cc2ccccc2)c1 (stereo unspecified) |
| 6% | COc1ccc(C2/C=C\CN(C(=O)c3ccccc3)C(C)C(=O)N2Cc2ccc(F)cc2)cc1 (stereo unspecified) |
| -7% | CC(=O)OCC(NC(=O)C(Cc1ccccc1)NC(=O)OC(C)(C)C)C1OC(n2cc(F)c(=O)[nH]c2=O)C(OC(C)=O)C1OC(C)=O (stereo unspecified) |
| 25% | CC12CCC=CC1C(c1ccc(Br)cc1F)N(Cc1ccccc1)C2=O (stereo unspecified) |

An excerpt (hit frequency here may not be typical).
